# Source: PubChem BioAssay (National Center for Advancing Translational Sciences (NCATS))
# aSyn yeast inh: rescues yeast growth from alpha-synuclein toxicity; Yeast expressing alpha-synuclein, growth rescue, BacTiter-Glo, 24 h; Potency, µM (titrated, usually from 46.1 µM), for inactives: top-dose growth rescue (activation), hits mostly activators; actives 0.14% (n = 370,000); also: potency is read from the fitted curve at half-maximal effect; % of control where 0% means no effect; nearly all actives have a fitted effect of over 65% in size
#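 Rescue of yeast growth: cells expressing toxic alpha-synuclein, induced in galactose at OD600 0.02, incubated with compound 24 h at 30 C. ATP luminescence quantified growth; inhibitors of toxicity appear as activators.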
# FUS yeast rescue: suppressors of FUS proteinopathy in yeast. Potency, µM (titrated, usually from 76.6 µM), without a hit: top-dose growth rescue (activation), usual class: activators. AID 1347120. S. cerevisiae FUS-expressing, growth rescue, OD600, 24 h. actives 0.24% (n = 390,000);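 also: potency is read from the fitted curve at half-maximal effect; plate controls were DMSO vehicle for no effect and reference control for full effect; nearly all actives have a fitted effect of over 55% in size; some results filed as inactive show a strong effect at the top dose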
#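 Restored growth of FUS-toxic S. cerevisiae, read as 600 nm absorbance after 24 h at 30C in galactose medium (starting OD 0.005). Controls CP55940 and DMSO.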
# GLP1R ag: GLP-1 receptor (human) agonism; P43220; HEK293 GLP-1R CRE-luciferase, luminescence, 4-6 h; cells express a hypersensitive GLP-1R form; Potency, µM (doses to about 45.6 µM), without a hit: at the top dose activation, hits mostly activators; actives 0.007% (n = 380,000); also: potency is read from the fitted curve at half-maximal effect; % of control where 0% means no effect
# GLP1R inv ag: GLP-1 receptor (human) inverse agonism; HEK293 GLP-1R CRE-luciferase, luminescence, 24 h; GLP-1R form is constitutively active; Potency, µM (top dose mostly 38.3 µM), for the others: top-dose activity change, negative = inhibition, hits mostly inhibitors; actives 1.6% (n = 410,000); AID 624417; also: potency is read from the fitted curve at half-maximal effect; % is scaled to controls: 0 for no effect and ±100 for the full control effect; nearly all actives have a fitted effect of over 55% in size
#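 Assay principle: reduced luminescence from a cAMP-responsive reporter in HEK293 cells co-expressing a constitutively active GLP-1R. Conditions: 24 hr compound incubation, 37 deg C, 5% CO2.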
# Abeta rescue: restores growth of yeast expressing A-beta42 peptide. yeast expressing A-beta42, growth rescue, OD600, 48 h; response scale: 0% DMSO, 100% iron-clioquinol control. Potency, µM (highest dose often 46.1 µM), inactives show at the top dose growth rescue, usual class: activators. actives 0.063% (n = 410,000). AID 1347071; also: potency is read from the fitted curve at half-maximal effect; nearly all actives have a fitted effect of over 55% in size
#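 Yeast growth medium received pinned compounds, then yeast cells expressing toxic A-beta were added; plates incubated at 30 C for 48 hr. Growth read as absorbance at 600 nm, normalized to DMSO and equimolar FeCl3 plus clioquinol controls.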
# TDP43 rescue: inhibitors of TDP-43 toxicity in yeast; TDP-43 expressing yeast growth rescue, BacTiter-Glo, 24 h; Potency, µM (series often up to 46.1 µM), without a hit: top-dose growth rescue (activation), hits mostly activators; actives 1.8% (n = 410,000); also: potency is read from the fitted curve at half-maximal effect; % of control where 0% means no effect; nearly all actives have a fitted effect of over 50% in size
#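 Growth rescue of TDP-43-toxic yeast measured as ATP luminescence (BacTiter-Glo). Cells grown to mid-log in raffinose, induced in galactose at OD600=0.02, exposed to compound 24 hr at 30 deg C.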
# PTHR1 agonist: PTHR1 (human) receptor agonism; AID 743266; actives 0.075% (n = 410,000); HEK293 GP2 PTHR1 cells, GloSensor cAMP luminescence, 1 h; Q03431; Potency, µM (doses to about 115 µM), without a hit: at the top dose activation, most hits filed as activators; also: potency is read from the fitted curve at half-maximal effect; nearly all actives have a fitted effect of over 55% in size; some results filed as inactive show a strong effect at the top dose; inactives centre near -15; many of its hits are not listed in these tables
# Target sequence (Q03431 whole entry, looked up): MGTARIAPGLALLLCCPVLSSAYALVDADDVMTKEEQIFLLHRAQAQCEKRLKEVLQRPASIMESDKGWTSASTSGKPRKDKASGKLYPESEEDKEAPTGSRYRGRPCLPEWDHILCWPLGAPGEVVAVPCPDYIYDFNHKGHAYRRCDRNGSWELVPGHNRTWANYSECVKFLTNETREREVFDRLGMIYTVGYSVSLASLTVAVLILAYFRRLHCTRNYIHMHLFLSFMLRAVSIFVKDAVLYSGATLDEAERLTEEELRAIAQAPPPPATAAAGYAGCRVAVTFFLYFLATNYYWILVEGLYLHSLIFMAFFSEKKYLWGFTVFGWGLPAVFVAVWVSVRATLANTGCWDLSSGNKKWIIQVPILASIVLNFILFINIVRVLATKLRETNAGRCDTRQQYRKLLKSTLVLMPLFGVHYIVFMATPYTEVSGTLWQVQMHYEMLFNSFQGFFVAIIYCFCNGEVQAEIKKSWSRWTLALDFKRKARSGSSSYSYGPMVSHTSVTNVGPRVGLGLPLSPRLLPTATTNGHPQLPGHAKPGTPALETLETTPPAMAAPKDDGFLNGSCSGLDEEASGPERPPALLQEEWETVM
#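 HEK-293-derived GP2 cells expressing PTHR1 and a GloSensor cAMP reporter, 3,000/well, plated overnight, given luciferin plus IBMX (each 0.5 mM as added) for 1 h at 37 °C, then compound for 1 h at 37 °C. Luminescence was read after 15 min at room temperature.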
# pAkt inh: blocks phosphorylation of Akt. Neuro2A IGF-stimulated pAkt S473 HTRF, 20 min; stronger effect = lower value. activity change, % for hits at 50 µM. actives 0.32% (n = 360,000). AID 651550; in the data active = activity change below about -80%; inconclusive = mostly about -51% to -80%; also: % is scaled to controls: 0 for no effect and ±100 for the full control effect
#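 Neuro2A cells (4,500/well, DMEM with 0.5% FBS) were treated with compound at a single 50 µM final concentration, stimulated with 6 nM IGF for 20 min at 37 °C, and lysed. Phospho-Akt Ser473 was read by HTRF as 665/615 ratio ×10^4.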
# D3 antag: blocks the human D3 dopamine receptor; actives 2.5% (n = 360,000); P35462; max response, negative = inhibition, %; D3R cells, DiscoveRx beta-arrestin luminescence, antagonist mode; stronger effect = lower value; in the data active = max response below about -50%; inconclusive = no clear call, values can overlap the other calls; also: % is scaled to controls: 0 for no effect and ±100 for the full control effect; mostly tested at two doses, the higher about 12 µM
# Target sequence (P35462 whole entry, looked up): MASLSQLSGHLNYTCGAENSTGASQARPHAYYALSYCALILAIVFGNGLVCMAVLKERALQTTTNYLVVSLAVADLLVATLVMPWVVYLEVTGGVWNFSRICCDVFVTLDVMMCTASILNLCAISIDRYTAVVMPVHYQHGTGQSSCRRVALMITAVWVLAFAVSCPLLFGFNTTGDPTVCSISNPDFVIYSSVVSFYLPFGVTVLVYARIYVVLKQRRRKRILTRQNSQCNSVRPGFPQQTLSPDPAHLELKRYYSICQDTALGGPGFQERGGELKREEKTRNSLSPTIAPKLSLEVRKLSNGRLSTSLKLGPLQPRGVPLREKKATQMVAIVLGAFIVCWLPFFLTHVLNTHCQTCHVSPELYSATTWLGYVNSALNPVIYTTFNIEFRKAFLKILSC
#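 Cells expressing the human receptor were seeded at 1500 cells/well, incubated overnight at 37 degrees C in 5% CO2, then exposed to library compounds with dopamine controls for 90 minutes at 37 degrees C before luminescent detection.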
# Starred values were filed as active, the others as inactive; i = inactive; ? = inconclusive; . = not tested or not shown; & = joins results of further samples; [ ] = another dose, or the depositor's remark. Unless noted, calls follow the shape of the dose curve; as a rule, active = well fitted curve in the direction sought with a large enough effect; inconclusive = small, poorly fitted or top-dose-only effect, or another doubt; inactive = no such curve, though single readings can be large; an effect the other way counts as inactive or inconclusive. Some of the compounds tested, so the mix of outcomes need not match the whole.
SMILES,aSyn yeast inh,FUS yeast rescue,GLP1R ag,GLP1R inv ag,Abeta rescue,TDP43 rescue,PTHR1 agonist,pAkt inh,D3 antag
CCN(c1ccccc1)c1ncnc2c1cnn2-c1ccc(C)cc1C,.,21%,.,?,-22%,?,-48%[inhibitor],.,.
O=C(Cc1cccs1)Nc1ccccc1,2%,-18%,3%,6%,12%,9%,-2%,i,0
COc1ccc(S(=O)(=O)N2CCOC23CCN(C(=O)c2ccccc2Br)CC3)cc1,8%,18%,6%,13%,5%,?,-8%,i,0
CCOc1ccccc1/C=N/NC(=O)CNC(=O)COc1ccccc1,-1%,16%,0%,-13%,-10%,-8%,i,i,-18
O=C(Nc1ccc2c(c1)OCO2)c1ccc(Br)c(S(=O)(=O)N2CCCC2)c1,2%,-1%,-9%,?,19%,?,-27%,i,22
COc1ccc(-c2cccc(-c3nc4ccc(Cl)cn4c3NC3CCCCC3)c2)cc1,-2%,-1%,3%,20%,11%,3%,-32%[inhibitor],i,35
Cc1nn(CCCC(=O)NCc2ccccc2)c(C)c1[N+](=O)[O-],-3%,.,0%,23%,-8%,12%,i,i,-11
Cc1ccc(S(=O)(=O)NCC(=O)N(CC(=O)NC2CCCC2)CC2CCCO2)cc1 (stereo not given),-1%,20%,-1%,3%,-14%,-28%,-59%[inhibitor],i,-9
O=C1SCC(c2ccccc2)=NN1Cc1ccccc1,8%,.,1%,-2%,-4%,?,-32%[inhibitor],i,16
Cc1cc(=O)[nH]c(N/N=C/c2ccc(O)c(O)c2)n1,3%,7%,4%,10%,6%,6%,i,i,5
CCOc1ccc(NC(=S)NCCCN2CCOCC2)cc1,-5%,-17%,7%,14%,-7%,18%,i,i,4
COCC(C)Nc1ncnc2c1cnn2-c1cccc(Cl)c1 (stereo not given),.,1%,.,?,-23%,?,-36%[inhibitor],.,.
CCCN(C)C1CN(Cc2cn(CCCC(=O)OC)nn2)S(=O)(=O)C1 (stereo not given),?,-13%,-7%,33%[activator],1%,20%,-1%,i,-3
CCC(C)N1CCN(C(=O)c2cccs2)CC1 (stereo not given),-1%,-9%,-5%,7%,-7%,-15%,-19%[57.5 µM],i,-65*
C=C(C)CNC(=S)N/N=C(\C)c1ccc(-n2ccnc2)cc1,-3%,.,10%,?,6%,8%,-4%,i,5
Cc1ccc2cccc(NC(=S)NC(=O)c3c(Br)cnn3C)c2n1,9%,41%,-17%,-22%,3%,?,-16%[57.5 µM],i,0
CCOC(=O)c1c(NC(=S)Nc2ccc(Cl)cc2)sc(C)c1C,-9%,.,-1%,0%,-24%,17%,i,i,-3
Cc1cccc(N2CC(O)(c3cccs3)[N+]3=C2CCCC3)c1C (stereo not given),13%,17%,0%,-19%,-16%,-16%,i,i,-14
CC(C)(C)C1=Nn2c(nnc2-c2ccccc2F)SC1,-2%,27%,6%,107%[activator],-9%,-17%,i,i,-5
CN(C)C(=O)COc1ccc(Br)cc1,-21%,.,1%,29%,-12%,-16%,?,i,-20
Cc1csc(NC(=O)c2cccc(S(=O)(=O)N3CCCCC3)c2)n1,3%,15%,11%,?,16%,?,i,i,10
CC1C(=O)Nc2ccc(S(=O)(=O)N3CCCCCC3)cc21 (stereo not given),-2%,-6%,6%,-8%,6%,11%,-11%,i,-2
COc1ccc(S(=O)(=O)c2c[nH]c(=S)[nH]c2=O)cc1Cl,2%,20%,0%,6%,-29%,-32%[inhibitor],-1%,i,-3
CCCOc1ccc(CCC(=O)N/N=C/c2ccncc2)cc1,-2%,12%,0%,-23%,2%,24%,-39%[inhibitor],i,-2
CCOC(=O)c1[nH]c2ccccc2c1NC(=O)c1cc(OCC)c(OCC)c(OCC)c1,.,-11%,0%,-8%,-19%,8%,-18%,.,.
# (cont.)
SMILES,aSyn yeast inh,FUS yeast rescue,GLP1R ag,GLP1R inv ag,Abeta rescue,TDP43 rescue,PTHR1 agonist,pAkt inh,D3 antag
N#Cc1ccccc1S(=O)(=O)N1CCN(c2cnccn2)CC1,1%,19%,10%,4%,-19%,-12%,-10%,i,-2
COc1cccc(-c2cnc3c(NC=O)cc(-c4ccoc4)cn23)c1,-7%,38%,24%,12%,-4%,?,-17%,i,37
O=C(NCCn1cc(SCc2ccc(F)cc2)c2ccccc21)c1c(F)cccc1F,7%,25%&-19%,-2%&-7%,?,0%&0%,16%&8%,-27%&-52%,i,13
CCOC(=O)Cc1nn(C)c(=O)c2ccccc12,10%,-4%,-2%,16%,-10%,-6%,-25%,i,14
CCOc1ncccc1C(=O)OCC(=O)NC1CCCCC1,2%[1.84 µM],2%,25%,10%,5%,19%,i,i,4
Cc1c(C#N)c2ccccc2n1CC(=O)NCc1cccnc1,-1%,2%,-1%,-14%,6%,19%,-15%,i,10
Cc1ccc(-c2nn(-c3ccccc3)cc2C(=O)NC2CCC(O)CC2)cc1 (stereo not given),0%,14%,0%,6%,10%,15%,-26%,i,22
C(=NNc1nnn(Cc2ccccc2)n1)c1ccccc1,1%,-12%,3%,?,6%,6%,i,i,-5
S=c1nc(-c2ccccc2)n(CCCn2ccnc2)c2c1CCCC2,-7%,-18%,1%,-28%,-17%,1%,0%,i,-20
CCOC(=O)C1C(=O)NC(N2CCc3ccccc32)=NC1c1ccccc1 (stereo not given),3%,-10%,6%,-2%,4%,4%,-25%,i,-6
COc1ccc(CN2CCN(C(C)C(=O)N3CCc4ccccc43)CC2)cc1OC (stereo not given),3%,-4%,20%,-3%,-17%,-11%,-8%,i,-17
CC(/C=N\NC(=O)Cn1c(C)nc2ccccc21)=C\c1ccccc1,-7%,5%,-9%,?,-2%,0%,-27%,i,-8
COc1ccc(N=C2SCC(c3ccc([N+](=O)[O-])cc3)=NN2CCO)cc1,0%,7%,9%,?,-26%,17%,-24%,i,1
CCOc1ccccc1N1C(=O)c2cccnc2C1=O,1%,-28%,-1%,16%,-1%,-18%,30%,i,0
CCOc1ccc(C2C(=O)N(C3CCCCCC3)CC(=O)N2CCC2=CCCCC2)cc1OC (stereo not given),.,34%,.,?,-19%,-9%,i,.,.
O=C1C=C(c2cc3ccccc3s2)C[C@@H](c2ccc3c(c2)OCO3)C1,5%,-11%,0%,6%,-19%,16%,-16%,i,10
O=C(COc1ccccc1)Nc1ccc2[nH]ncc2c1,-1%,4%,10%,-2%,-1%,1%,i,i,9
COc1cc(S(=O)(=O)N2CCOCC2)ccc1NC(=O)COC(=O)/C=C/c1cc(OC)c(OC)c(OC)c1,-2%,-4%,-1%,18%,4%,4%,-56%[inhibitor],i,-14
CCCC(=O)NC(C)C(c1cccs1)N1CCN(c2ccccc2)CC1 (stereo not given),-1%,17%,4%,0%,5%,-18%,11%[57.5 µM],.,-11
CCCC(=O)Nc1ccc(C(=O)N/N=C/c2ccc[nH]2)cc1,-8%,.,-9%,-27%,7%,-16%,-25%,i,19
COc1ccc(C2C(C(C)=O)=C(Nc3ccccc3)CC(C)(O)C2C(C)=O)cc1OC (stereo not given),4%,32%,24%,-7%,-4%,-26%,-2%[57.5 µM],.,13
CCOc1ccc2nc(NS(=O)(=O)c3cccs3)sc2c1,1%,4%,-1%,-12%,-10%,2%,10%,i,-15
O=C(NC1CCCc2ccccc21)c1ccccc1OC(F)F (stereo not given),0%,-9%,11%,-29%,-27%,11%,i,i,9
NC(Cc1ccc(OC(F)F)cc1)C(=O)O (stereo not given),-7%,6%,1%,3%,-6%,-8%,i,i,6
CCOc1ccc(CCNC(=O)Cn2ncc3c([nH]c4ccccc43)c2=O)cc1OCC,.,-20%,.,2%,-3%,21%,i,.,.
# Next section.
SMILES,aSyn yeast inh,FUS yeast rescue,GLP1R ag,GLP1R inv ag,Abeta rescue,TDP43 rescue,PTHR1 agonist,pAkt inh,D3 antag
O=C(NCCC1=CCCCC1)c1ccc(Br)o1,-11%,-16%,2%,-24%,8%,?,-8%,i,19
Cc1ccc(NC(=O)CN(C)C(=O)c2cccnc2Nc2cccc(C(F)(F)F)c2)cc1,-55%[inhibitor],17%,-1%,?,25%,20µM*,-19%,i,22
CC1CCc2ccccc2N1C(=O)c1cccs1 (stereo not given),1%,6%,12%,?,-5%,-4%,i,i,-6
O=C(Nc1ccccc1Cl)c1ccccc1Cl,-8%,-2%,-2%,11%,8%,-9%,-6%[57.5 µM],.,36
Cc1nnc(SCCn2c(Br)nc3c2c(=O)[nH]c(=O)n3C)s1,-4%,13%,4%,0%,0%,-14%,-2%[57.5 µM],i,-14
CCN1C(=NCCOC)N[C@@H](c2cccc(F)c2)C(C(=O)OC)=C1C,-2%,-11%,-1%,-4%,-26%,2%,i,i,-23
COc1ccc(C(=O)Cn2cc[n+](C)c2)cc1,-2%,-1%,-7%,4%,-7%,5%,-24%,i,-10
COC(=O)[C@H]1C[C@@H]1[C@H](NS(=O)(=O)c1ccccc1)c1ccccc1,4%,-16%,-4%,4%,17%,12%,-42%[inhibitor],i,1
Cc1ccc(-c2nnc(SCC(=O)NC3CCCc4ccccc43)n2N)cc1 (stereo not given),2%,14%,-3%,?,1%,17%,-28%,i,-12

# Sorted by heavy-atom count (lowest first): some entries from above
SMILES,aSyn yeast inh,FUS yeast rescue,GLP1R ag,GLP1R inv ag,Abeta rescue,TDP43 rescue,PTHR1 agonist,pAkt inh,D3 antag
O=C(NCCC1=CCCCC1)c1ccc(Br)o1,-11%,-16%,2%,-24%,8%,?,-8%,i,19
CC1CCc2ccccc2N1C(=O)c1cccs1 (stereo not given),1%,6%,12%,?,-5%,-4%,i,i,-6
COC(=O)[C@H]1C[C@@H]1[C@H](NS(=O)(=O)c1ccccc1)c1ccccc1,4%,-16%,-4%,4%,17%,12%,-42%[inhibitor],i,1
Cc1ccc(-c2nnc(SCC(=O)NC3CCCc4ccccc43)n2N)cc1 (stereo not given),2%,14%,-3%,?,1%,17%,-28%,i,-12
